Screening data as filed in PubChem.
ROC1-CUL1 inh: human ROC1-CUL1 E3 ligase inhibition; P62877+Q13616; in vitro K48 di-Ub FRET, acceptor:donor ratio, 45 min; inhibition, % at 10 µM; AID 1347404; 140,000 tested, 0.6% active; in the data active means inhibition above about 25%
Target sequence (P62877 whole entry, looked up): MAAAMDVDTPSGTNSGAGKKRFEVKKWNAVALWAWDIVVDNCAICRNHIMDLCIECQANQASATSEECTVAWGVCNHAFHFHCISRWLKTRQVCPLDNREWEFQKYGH
Target sequence (Q13616 whole entry, looked up): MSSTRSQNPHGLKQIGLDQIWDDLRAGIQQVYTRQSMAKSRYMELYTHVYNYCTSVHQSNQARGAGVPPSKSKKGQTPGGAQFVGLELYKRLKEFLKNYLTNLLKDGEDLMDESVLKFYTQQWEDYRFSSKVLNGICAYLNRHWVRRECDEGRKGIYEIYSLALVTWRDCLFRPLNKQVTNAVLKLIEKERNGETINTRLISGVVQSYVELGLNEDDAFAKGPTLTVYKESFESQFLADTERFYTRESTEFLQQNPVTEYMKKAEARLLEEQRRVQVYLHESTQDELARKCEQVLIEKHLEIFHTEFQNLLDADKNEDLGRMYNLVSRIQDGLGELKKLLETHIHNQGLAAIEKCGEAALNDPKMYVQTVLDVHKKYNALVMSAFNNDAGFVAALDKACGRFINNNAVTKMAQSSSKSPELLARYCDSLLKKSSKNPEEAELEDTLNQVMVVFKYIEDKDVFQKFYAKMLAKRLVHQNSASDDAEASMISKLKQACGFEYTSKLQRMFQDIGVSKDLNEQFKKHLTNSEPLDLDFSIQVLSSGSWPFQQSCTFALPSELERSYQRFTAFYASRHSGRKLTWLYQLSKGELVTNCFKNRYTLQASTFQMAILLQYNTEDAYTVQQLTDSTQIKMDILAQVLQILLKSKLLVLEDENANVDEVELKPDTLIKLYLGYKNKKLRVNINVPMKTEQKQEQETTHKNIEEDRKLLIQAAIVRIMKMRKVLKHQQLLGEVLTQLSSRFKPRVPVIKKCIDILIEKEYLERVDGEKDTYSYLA
* marks the source's active call; other numbers are inactive results. The list is partial; rates above refer to the full screens.

ROC1-CUL1 inh	SMILES
-1.3	Cc1ccc2ncc(C(=O)NCCc3ccc(S(N)(=O)=O)cc3)c(=O)n2c1
-5.3	CC(C)CN1CCc2nc(N3CCN(c4ncccn4)CC3)ncc2C1
-1.5	CC1Oc2ccccc2C=C1/C=c1/sc2nc(=O)c(Cc3ccccc3)nn2c1=O (stereo not given)
-1.5	CC1=NN(c2nc(-c3ccc(Br)cc3)cs2)C(=O)C1N=Nc1cccc(O)c1 (stereo not given)
5.6	COCc1ccc(C(=O)Nc2ccc(-c3nc(CNC(=O)c4ccc(F)cc4F)c(C)o3)cc2)o1
-3.6	COc1ccccc1-c1cc(-c2ccccc2)nc(SCC(=O)c2ccc(C)cc2)c1C#N
-14.4	O=C1CCCCC1C(Nc1ccc(Cl)cc1)c1ccccc1 (stereo not given)
1.1	CCOc1ccc(OCc2cccc(C(=O)Nc3cc(C)on3)c2)cc1
4.5	CCCCN(C)C(=O)Cc1c(OC)ccc2cc(Br)ccc12
-5.2	COc1ccc(CC2(CCC(=O)N(C)CC3Cc4ccccc4O3)CCC(=O)N2)c2ccccc12 (stereo not given)
1.7	Cc1ccc(OCc2nnc(SCC(=O)Nc3cccc(Cl)c3C)n2C)cc1
-12.6	COc1ccc(CCC(=O)NCc2nc3cccnc3n2Cc2cccc(OC)c2)cc1
-2.2	COc1ccc(N2C(=O)CC(NNC(=O)c3ccccc3O)C2=O)cc1 (stereo not given)
6.6	CC(C)Cc1nc(NC(=O)NCC2CCS(=O)(=O)C2)n[nH]1 (stereo not given)
0.5	CC1=NN(C(=Nc2nnc(C)s2)N2CCc3ccccc3C2)[C@H](c2ccc(C)cc2)S1
2.0	Cc1ccc(NC(=O)Cn2c(=O)n(Cc3ccco3)c(=O)c3sc4ccccc4c32)cc1C
2.6	CCc1ccccc1NC(=O)Cn1ccn(Cc2ccccc2)c(=O)c1=O
-5.2	CC1CCCN(C(=O)Cn2ncc3c([nH]c4ccccc43)c2=O)C1 (stereo not given)
8.3	CN(C)C(=O)CN1CCN(Cc2c(C(=O)N3CCOCC3)nc3ccccn23)CC1
-0.7	COc1ccccc1NC(=O)CSc1nnc(N)s1
-0.1	CCc1ccc2occ(CC(=O)Nc3c(C(=O)c4ccc(F)cc4)oc4ccccc34)c2c1
5.5	O=C(N=C1CNC(=O)NC1=O)Nc1ccc(F)c(Cl)c1
-3.5	Cc1nn(-c2ccccc2)c(Cl)c1/C=N/NC(=O)Cc1nnc(N)s1
1.4	C=CCOc1ccccc1/C=C1/SC(=O)N(CN2CCN(c3cccc(Cl)c3)CC2)C1=O
-2.2	Cc1cc(C)cc(OC(=O)c2snnc2C)c1
-8.7	Cc1cc(Nc2cccc(F)c2)n2nc(-c3ccco3)nc2n1
-6.8	CC(=O)OCC(OC(C)=O)C(OC(C)=O)C(OC(C)=O)c1cnn(-c2ccccc2)n1 (stereo not given)
-5.2	C[n+]1ccccc1-c1ccccn1
-3.3	Brc1ccc(-c2nnc(-c3ccccc3)c(N3CCCC3)n2)cc1
5.1	COc1ccc(NC(=O)CCCSc2nc(-c3ccco3)cc(C(F)(F)F)n2)c(OC)c1
0.1	COc1ccc(-c2nc(C(=O)Nc3cccc(C(C)=O)c3)nn2-c2ccccc2Cl)cc1
0.0	COCCN1CC(c2ncc(-c3ccc(Cl)cc3)[nH]2)CC1=O (stereo not given)
-9.9	Cc1ccc(C(=O)Oc2cccc(NC(=O)C3CC(=O)N(c4ccccc4)C3)c2)cc1 (stereo not given)
5.5	NC(=O)c1ccc(NC(=O)c2ccc(CN3CCCC3)cc2)cc1
-1.7	CCC1(c2ccccc2)NC(=S)N(c2ccc(C)c(C)c2)N1 (stereo not given)
11.8	Cc1ccccc1-n1nnnc1C(c1ccccc1)N(C)C(=O)CCC1(C)CCC(=O)N1 (stereo not given)
1.5	N#CC1C(=N)Oc2n[nH]c(-c3ccc(Cl)c(Cl)c3)c2C1c1ccc2c(c1)OCO2 (stereo not given)
-6.8	CCN(C(=O)C(NS(=O)(=O)c1ccc(Br)s1)c1ccccc1)c1ccc(C)c(C)c1 (stereo not given)
3.9	COCCNS(=O)(=O)c1c(C)c(C)c(C)c(C)c1C
6.8	Cc1ccc(CCNC(=O)c2cc(CN3CCOCC3)on2)s1
2.3	Cc1c(C(=O)Oc2ccc(Br)cc2)sc2ncn(Cc3ccccc3F)c(=O)c12
14.0	Cc1ccc(C(=O)O)cc1-c1ccc(/C=C2\SC(=O)N(Cc3ccccc3)C2=O)o1
1.0	Cn1c(=O)c2nc(Cl)cnc2n(C)c1=O
-0.4	COc1cc(C2C3=C(CC(C)(C)CC3=O)N=C3CC(C)(C)CC(=O)C32)c(Br)cc1OCC(=O)O (stereo not given)
-11.2	Clc1cccc(CNC2CC2)c1Cl
14.9	COc1ccccc1/C=C1/SC(=S)N(CCCCCC(=O)O)C1=O
-1.4	Cc1ccc(CCNC(=O)Cn2ncc3c([nH]c4ccccc43)c2=O)cc1
10.3	O=c1c2cnc3nc(-c4ccccc4)nn3c2ccn1Cc1ccccn1
1.5	CC1=C(C(=O)O)N2C(=O)C(NC(=O)c3nn(C)cc3Cl)C2SC1 (stereo not given)
2.9	COc1ccccc1C(=O)Nc1ccc(C(=O)OCc2cc(=O)n3nc(C4CC4)sc3n2)cc1

Random excerpt: 2 entries already listed.
ROC1-CUL1 inh	SMILES
1.0	Cn1c(=O)c2nc(Cl)cnc2n(C)c1=O
-5.2	CC1CCCN(C(=O)Cn2ncc3c([nH]c4ccccc43)c2=O)C1 (stereo not given)

Seven entries out of the list above, arranged by their value in ROC1-CUL1 inh, low to high:
compound | ROC1-CUL1 inh
Cc1ccc(C(=O)Oc2cccc(NC(=O)C3CC(=O)N(c4ccccc4)C3)c2)cc1 (stereo not given) | -9.9
C[n+]1ccccc1-c1ccccn1 | -5.2
COc1cc(C2C3=C(CC(C)(C)CC3=O)N=C3CC(C)(C)CC(=O)C32)c(Br)cc1OCC(=O)O (stereo not given) | -0.4
COCCNS(=O)(=O)c1c(C)c(C)c(C)c(C)c1C | 3.9
COc1ccc(NC(=O)CCCSc2nc(-c3ccco3)cc(C(F)(F)F)n2)c(OC)c1 | 5.1
NC(=O)c1ccc(NC(=O)c2ccc(CN3CCCC3)cc2)cc1 | 5.5
Cc1ccc(CCNC(=O)c2cc(CN3CCOCC3)on2)s1 | 6.8

Going on with the list:
ROC1-CUL1 inh	SMILES
3.6	Cc1ccc(NC(=O)N2CCN(C)c3ncccc32)cc1C
-5.5	Cc1cc2c(cc1NC(=O)c1ccc(F)cc1)n(C)c(=O)n2C
4.4	Cc1nc(NCc2ccccc2)c2oc3ccccc3c2n1
-2.1	CC(=O)Oc1c(C)c(C)c(O)c(C)c1CC(C)=C(C#N)C#N
2.8	COCc1cc(CN(C)C(=O)c2ccc3oc(CCc4ccccc4)nc3c2)[nH]n1
2.0	O=C(Oc1ccccc1N1C(=O)CCC1=O)c1ccc(Br)cc1
-0.9	Cc1nn2cc(CNC(=O)c3ccc(C4CCCN4)s3)nc2s1 (stereo not given)
-2.4	CCn1c(-c2cccnc2)nc2cc(NC(=O)COC)cc(C(=O)NCc3ccccc3OC)c21
-5.4	COc1ccc(OC)c(CNC(=O)Cn2ncc3c([nH]c4ccc(C)cc43)c2=O)c1
3.0	CSc1c(CC(=O)NC(C)(C)CO)n(Cc2ccccc2)c2ccccc12
8.4	C=CCNC(=O)c1cc2c(=O)n3cc(C)ccc3nc2n1C
-5.7	Cc1cc(O)c2c(C)c(CC(=O)N3CCCCC3)c(=O)oc2c1
3.5	Cc1cc(OC(C)C(=O)Nc2ccc(N(C)C)cc2)ccc1Cl (stereo not given)
2.3	Nc1ncc(-c2ccsc2)nc1N1CCCC(CCCO)C1 (stereo not given)
-5.3	O=C(Cn1nnc2ccccc21)c1ccc(-c2ccccc2)cc1
-11.7	CC(C)(C)c1[nH]nc2c1C(c1ccccc1Br)C(C#N)C(=N)O2 (stereo not given)
3.0	Cc1cc(Nc2ccccc2F)n2nc(-c3ccccc3)nc2n1
3.7	O=C1CSC(Cc2nc3ccccc3[nH]2)=N1
7.0	CCOC(=O)N1CCN(C2CCCN(C3CCN(Cc4ccco4)CC3)C2)CC1 (stereo not given)
1.8	CC(=O)N1CCn2c3ccc(C)cc3c3cccc1c32
3.1	O=C1CCC(C(=O)N2CCCCO2)CN1Cc1ccccn1 (stereo not given)
7.3	CN(c1ccccc1)c1cccc(Br)n1
-6.2	Cc1cc(C)c(C(=O)N2CCc3onc(-c4ccc5c(c4)OCO5)c3C2)o1
-7.7	COc1cccc(CNC(=O)Cc2c(C)c3c(cc(C)c4c(C)coc43)oc2=O)c1
-7.4	O=c1cc(-c2ccccc2)c2ccc(OC/C(=N/O)c3ccc(Cl)cc3)cc2o1

The last 3 records of the part before lead into the next:
ROC1-CUL1 inh	SMILES
-6.2	Cc1cc(C)c(C(=O)N2CCc3onc(-c4ccc5c(c4)OCO5)c3C2)o1
-7.7	COc1cccc(CNC(=O)Cc2c(C)c3c(cc(C)c4c(C)coc43)oc2=O)c1
-7.4	O=c1cc(-c2ccccc2)c2ccc(OC/C(=N/O)c3ccc(Cl)cc3)cc2o1
-3.6	CC(Oc1ccccc1)C(=O)NCCc1ccccc1 (stereo not given)
-3.7	O=C(N/N=C/c1ccc(O)cc1)c1cc(-c2ccccc2)n[nH]1
-1.9	O=C(Oc1ccc(N(Cc2cccs2)C2NS(=O)(=O)C3CCCCC23)cc1)c1ccccc1F (stereo not given)
-4.8	CCN1CCN(C(=O)c2cnn(-c3cccc(C)c3)c2C2CCN(C(=O)OC(C)(C)C)CC2)CC1
-0.2	Cc1ccc(NC(=O)Cn2c(=O)oc3cc(S(=O)(=O)N4CCCCC4)ccc32)c(Cl)c1
2.5	CC1CCc2c(sc3ncnc(SCc4ccccc4F)c23)C1 (stereo not given)
-9.2	Cc1ccc(C(=O)Nc2cc(-c3nc4ncccc4o3)ccc2C)c(C)c1
-4.7	CCCCc1c(C)nc(N2CCN(c3ccccc3F)CC2)[nH]c1=O
-2.6	CC1=NN(C(=O)CSc2nnc(-c3ccncc3)o2)C(C)(O)C1 (stereo not given)
5.9	Cc1ccccc1NC(=O)CS(=O)(=O)c1cccc2nsnc12
-2.2	O=S(=O)(c1ccc2nc(Nc3cccc(F)c3)ccc2c1)N1CCCC1
-3.2	Cc1ccc(CNC(=O)CSc2ncc3c(n2)-c2cc(Cl)ccc2N(C)S3(=O)=O)cc1
-1.8	c1ccc(-c2ccnc3ncnn23)cc1
-0.8	Cc1[nH]cnc1CSCc1ccc(OCCN(C)C)cc1
1.8	COc1ccc2c(c1)CCc1c(C(=O)Nc3c(C)nn(Cc4ccc(C)cc4)c3C)noc1-2
2.8	CCc1noc(C)c1C(=O)N1CCN(c2ncccn2)CC1
-0.1	CCCN(C(=O)c1cc2ccc3cccnc3c2[nH]1)c1ccc(F)cc1
4.9	O=c1[nH]c(=S)[nH]c(O)c1N=Nc1ccc(S(=O)(=O)O)cc1
3.5	COc1ccccc1NC(=O)Cn1c(=O)n(-c2ccccc2Cl)c(=O)c2sc3ccccc3c21
2.8	COc1ccc(/C=C2\CC/C(=C\c3ccc(Cl)cc3)C2=O)cc1
-6.6	c1ccc(CCCOCC2CCNCC2)cc1
-5.4	Cc1cc2ncn(/N=C/c3ccccc3)c2cc1C
4.7	CCc1ccc(NCCC(=O)c2ccc(Cl)c(Cl)c2)cc1
4.4	Cc1ccc(NC(=O)C2CCN(S(=O)(=O)N(C)C)CC2)cc1
-4.8	Cc1n[nH]c(C)c1CCCCCOc1ccc(F)cc1
-10.1	CCOCCc1nn2c(=O)cc(COC(=O)CNC(=O)c3cccc(C)c3)nc2s1
1.8	CC(C)NC(=O)C1CCN(C2CCN(C(=O)C3CCCCN3C)CC2)CC1 (stereo not given)
4.3	CCCS(=O)(=O)N1CCCC(N(C)CCc2ccccc2)C1 (stereo not given)
4.1	O=C(O)CCCN=CC1C(=O)CNC1=O (stereo not given)
4.2	O=S1(=O)CC(Cl)C(NC(=NCc2ccco2)C(Cl)(Cl)Cl)C1 (stereo not given)
-14.6	COc1cc(-c2noc(-c3ccc(NCc4cccnc4)c([N+](=O)[O-])c3)n2)cc(OC)c1OC
-2.6	COc1ccccc1NC(=O)c1c(NC(=O)c2cccs2)sc2c1CCC(C(C)(C)C)C2 (stereo not given)
6.7	CC(C)(C)c1[nH]nc2c1C(c1ccc3ccccc3c1)C(C#N)C(=N)O2 (stereo not given)
-5.0	CCCc1cc(C(=O)Nc2ccccc2CC)n(C)n1
8.4	Cc1nnc2sc(COc3ccc(Cl)cc3)nn12
2.8	COc1ccc(C2CC(=O)Nc3ccc4ccccc4c32)c(OC)c1 (stereo not given)
-0.6	O=C1c2cc([N+](=O)[O-])cc3cc([N+](=O)[O-])cc(c23)C(=O)N1Nc1cccc(Cl)c1
-2.2	COc1cc(NC(=O)C2CCCN(S(=O)(=O)c3ccc4c(c3)oc(=O)n4C)C2)c(C(=O)O)cc1OC (stereo not given)
6.6	COc1ccc(F)cc1S(=O)(=O)N1CC(C)CC(C)C1 (stereo not given)
1.1	O=C(CSc1nnc(Cc2ccccc2)n1-c1ccccc1)NNC(=O)Cc1ccccc1
0.0	CC(=O)c1ccc(NC(=S)NC(NC(=O)c2cccc3ccccc23)C(Cl)(Cl)Cl)cc1 (stereo not given)
-1.2	COc1cccc(C(=O)N2CCc3c(cnc(C)c3CNS(=O)(=O)c3cccs3)C2)c1OC
5.0	c1ccc2c(c1)CCc1ccccc1C2=C1CCSCC1
5.8	CCOc1cc(CC2=NC(=O)N(c3cccc(Cl)c3)C2=O)cc(Cl)c1OCc1ccc(C(=O)O)cc1
5.2	O=C1COc2ccc(S(=O)(=O)NCc3ccccc3)c3c2N1CCC3
3.1	CCOC(=O)C1=C(C)N=C(C)C(C(=O)OCC)C1c1ccc(Br)o1 (stereo not given)
-0.5	Cc1cc(C)nc(SCCC(=O)Nc2ccc(Br)cc2)n1
-15.1	COc1cccc(-c2nnc3sc(-c4cccnc4)nn23)c1
6.4	Cc1cc2c(cc1C)N(C(=O)CSc1nc3ccccc3s1)C(C)(C)c1ssc(=S)c1-2
6.2	CCOc1ccccc1N=C1SCC(=O)N1Cc1ccccc1
-3.5	Cc1c(-c2cccc(NC(=O)Nc3ccc(Cl)cc3)c2)nc2ncccn12
-2.8	CC(C)C(=O)Nc1cccc(C(=O)OCc2ccc(Cl)c(Cl)c2)c1
1.2	COc1cc(Cl)c(C)cc1NC(=O)CCCN1C(=O)C(c2ccccc2)Oc2cccnc21 (stereo not given)
